Source: PubChem
Rac1 GTP hydrolysis – MgcRacGAP GTPase-activating activity inhibitors, confirmation, biochemical, ADP Hunter fluorescence; MgcRacGAP-stimulated Rac1 GTP hydrolysis, ADP Hunter fluorescence; higher % means a stronger effect; GST-tagged Rac1 F28L mutant substrate; inhibition, % at 30 µM, or IC50 in µM where a hit was titrated; 0.6% of 340,000 active;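 active means first-screen hits whose inhibition reached a set limit at any dose in the follow-up dose series; inconclusive means inhibition above the set first-screen limit but never retested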;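 further: fluorescence reports GDP produced by GAP-driven GTP hydrolysis; strong numbers were not always called active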
* = called active by the depositor; ? = inconclusive.

SMILES	Rac1 GTP hydrolysis
O=C(NC1CC1)c1ccccc1	3.8%
CCN(CC(=O)Nc1ccc(NC(C)=O)cc1)CC(=O)Nc1cccc2ccccc12	23.9%
CCOc1ccccc1CNC(=O)C1CCN(S(=O)(=O)N2CCC(C)CC2)CC1	13.4%
CC(C)CC1NC(=O)c2cc3ccccc3cc2-n2c1nc1ccc(Cl)cc1c2=O (stereo not given)	6.3%
COc1ccccc1NC(=O)N(C)C[C@@H]1OCc2cnnn2CCCC(=O)N([C@H](C)CO)C[C@@H]1C	9.1%
C[C@H](O)[C@@H]1C(=O)N2CCc3c([nH]c4ccccc34)[C@@H]2C[C@@H]1N(C)Cc1ccc(Cl)cc1	8.2%
Cc1ccc(-c2ccc(CN3C(CC(C)C)C(=O)N(Cc4cn(Cc5ccco5)nn4)CCS3(=O)=O)cc2)cc1 (stereo not given)	12.5%
Cc1noc(C)c1S(=O)(=O)N(C)C[C@@H]1OCc2cn(nn2)CCCC(=O)N([C@@H](C)CO)C[C@H]1C	8.8%
O=C(O)c1cc2ccccc2c2c1C(=O)c1ccccc1-2	5.6%
CC(C)C1C(=O)N(Cc2cn(CCC3OCCCO3)nn2)CCS(=O)(=O)N1Cc1ccc(-c2ccc(Cl)c(Cl)c2)cc1 (stereo not given)	8.5%
O=C(NCCN1CCN(Cc2ccccc2)CC1)c1ccc(CS(=O)(=O)c2c(Cl)cccc2Cl)o1	10.4%
Nc1ccn([C@@H]2O[C@H](CNCc3cnc(N4CCOCC4)nc3)[C@@H](O)[C@H]2O)c(=O)n1	7.2%
NC(=O)c1csc(CCNC(=O)c2ccccc2)n1	8.0%
C[C@H](O)[C@@H]1C(=O)N2CCc3c([nH]c4ccccc34)[C@@H]2C[C@@H]1N(C)C(=O)NC1CCCCC1	5.5%
FC(F)(F)c1nc2nc(Cl)c(Cl)nc2n1CCCN1CCOCC1	-7.0%
O=C(NN=Cc1ccc2c(c1)CCC2)c1ccccc1O	7.0%
C[C@@H]1CN([C@@H](C)CO)C(=O)CCCn2nncc2CO[C@H]1CN(C)C(=O)c1ccccc1	13.0%
COc1ccc(CN2CCC[C@]3(N[C@H](c4ccc(OC)cc4)[C@@H]4C(=O)N(C)C(=O)[C@@H]43)C2=O)cc1	14.1%
COc1ccc([C@H]2C[C@H](O)[C@@H](n3cc(C4CC4)nn3)CN2Cc2cccs2)cc1	10.0%
O=C1NC(Cc2ccc(O)cc2)c2nc3cc(F)ccc3c(=O)n2-c2ncccc21 (stereo not given)	8.6%
COc1ccccc1-c1cc2nc(-c3ccccc3)cc(N3CCN(C(=O)c4ccoc4)CC3)n2n1	9.8%
CCOC(=O)C1C(=O)CC(=O)C(C(=O)OCC)C1c1ccc(O)cc1 (stereo not given)	7.3%
CC(C)=C(NC(=O)c1ccccc1Cl)C(=O)NCCc1nc2ccccc2[nH]1	2.9%
CCCOc1ccc(C(=O)NC(=S)N2CCN(c3ncc4c(=O)c(C(=O)O)cn(CC)c4n3)CC2)cc1	14.9%
CCCN(C)C[C@@H]1OCc2cnnn2CCCC(=O)N([C@H](C)CO)C[C@H]1C	10.3%

Reprinted from the part before: 2 compounds, then new ones.
SMILES	Rac1 GTP hydrolysis
CCCOc1ccc(C(=O)NC(=S)N2CCN(c3ncc4c(=O)c(C(=O)O)cn(CC)c4n3)CC2)cc1	14.9%
CCCN(C)C[C@@H]1OCc2cnnn2CCCC(=O)N([C@H](C)CO)C[C@H]1C	10.3%
COc1cccc(-c2cc3nc(C)cc(N4CCN(C(=O)c5ccoc5)CC4)n3n2)c1	13.9%
CCC1=C(NCc2ccccc2)COC1=O	3.7%
CC(C)N(Cc1nnc(-c2ccccc2Cl)o1)C(=O)COc1cccc(Cl)c1	-1.1%
O=C1NC(Cc2ccc(O)cc2)c2nc3ccccc3c(=O)n2-c2ncccc21 (stereo not given)	17.7%
COc1cc2c(=O)n(C)c3ccccc3c2cc1OC	7.8%
COc1ccc(Cl)cc1NC(=O)CN(C)C(=O)c1cn(-c2ccccc2)nc1-c1cccs1	-6.4%
CCN1C(=O)[C@H]2[C@@H](c3ccc(C(F)(F)F)cc3)N[C@]3(CCCN(Cc4ccccc4)C3=O)[C@H]2C1=O	6.8%
O=C(C1CCCCC1)N1CCC2CC1c1cc(N3CCCCC3)ccc12 (stereo not given)	6.7%
CC(CO)NS(=O)(=O)c1cc(Cl)ccc1F (stereo not given)	16.5%
O=c1c2ccccc2sn1-c1ccc(Cl)cc1	34.7µM*
Cc1cccc(C)c1NC(=O)C(C)NCc1cccs1 (stereo not given)	?
CCOc1ccc(C(=O)N[C@H](C(=O)NC2CCCCC2)C(C)C)cc1	16.2%
C[C@@H]1CN([C@@H](C)CO)C(=O)CCCn2nncc2CO[C@H]1CN(C)S(=O)(=O)c1cccs1	5.3%
CCCCn1c(N)c(N(CC(C)C)C(=O)CC(NC(=O)c2ccccc2Cl)c2ccccc2)c(=O)[nH]c1=O (stereo not given)	-1.7%
Cc1ccccc1C(=O)NCC(=O)OCC(=O)NNC(=O)c1ccccc1F	-2.4%
OCCCN1CNC(=S)NC1	3.8%
COc1cccc(-c2ccc(NC(=O)C3CCCN(Cc4cccc(C)n4)C3)cc2)c1 (stereo not given)	9.6%
O=C(c1cccs1)N1C[C@H](n2cc(-c3ccc(F)cc3)nn2)[C@@H](O)C[C@@H]1c1ccc(Cl)cc1	14.5%
O=C(/C=C/c1cccc([N+](=O)[O-])c1)OCC(=O)N1CCCCC1	10.4%
CCCCCCN1C[C@@H](n2cc(-c3ccc(F)cc3)nn2)[C@H](O)C[C@@H]1c1ccc(Cl)cc1	2.7%
C[C@@H]1CN([C@@H](C)CO)C(=O)CCCn2nncc2CO[C@@H]1CN(C)C(=O)Nc1ccc(-c2cccs2)cc1	19.9%
Cc1ccc(C(=O)N[C@H](C(=O)Nc2cccc(S(=O)(=O)N3CCOCC3)c2)C(C)C)cc1	6.7%
COc1ccc([C@H]2CN(c3ccc(OC)cc3)C(=O)[C@@H]2CC(=O)Nc2ccc(Br)cc2)cc1	9.6%
Cc1ccc(CN2CCC[C@]3(N[C@H](c4ccc(C(F)(F)F)cc4)[C@@H]4C(=O)N(Cc5ccccc5)C(=O)[C@@H]43)C2=O)cc1	11.9%
COc1ncnc2c1ncn2CCCN1CCN(c2ncccn2)CC1	4.0%
The list goes on.
SMILES	Rac1 GTP hydrolysis
O=C(NCCS(=O)(=O)N1CCN(c2ccccc2)CC1)c1cc(=O)c2ccccc2o1	9.8%
Cc1cccc(C)c1NC(=O)c1cc(S(=O)(=O)N2CCC3(CC2)OCCO3)ccc1F	8.5%
O=S1(=O)N[C@@H](c2ccccc2)COc2cc(Br)ccc21	14.7%
Cc1noc(C)c1NC(=O)Nc1ccc2c(c1)C(=O)N([C@H](C)CO)C[C@@H](C)[C@@H](CN(C)S(=O)(=O)c1cn(C)cn1)OCCCC[C@H](C)O2	7.8%
CC(=O)Oc1cccc(C2=CC(=O)CC(C)(C)C2=O)c1	16.5%
C[C@H](CO)N1C[C@H](C)[C@@H](CN(C)S(=O)(=O)c2cccs2)OCc2cn(nn2)CCCC1=O	11.9%
Nc1ccccc1-c1nc2ccncc2[nH]1	7.4%
O=C(CN1C(=O)CSc2ccc(S(=O)(=O)N3CCOCC3)cc21)NCCc1ccccc1	3.9%
Nn1c(SCC(=O)NC2CCCCCC2)nnc1-c1ccco1	14.7%
CC(C)(C)Cc1c(-c2ccc(Br)cc2)nc2ccc(Br)cn12	13.7%
Cn1nc(N)c2ncc(C(Cl)(Cl)Cl)nc21	2.2%
CCCCCC(=O)N1C[C@@H](O)[C@H](n2cc(-c3ccc(F)cc3)nn2)C[C@@H]1c1ccc(Cl)cc1	1.3%
C=CCn1nc(C(=O)OCC)cc1-c1sc(NC(=O)c2ccccc2)nc1C	10.5%
CNC(=O)C[C@@H]1C(=O)N(CCc2ccccc2)CC1(C)C	-3.2%
c1cc2c(c(CC3CO3)c1CC1CO1)OCCOCCOCCOCCO2 (stereo not given)	8.2%
Cc1cccc(-c2ccc3[nH]c4c(c3c2)CCN2C[C@@H]([C@H](C)O)[C@@H](N(C)C(=O)Nc3ccc(F)cc3)C[C@@H]42)c1	15.8%
COc1ccc(CC(=O)O/N=C(\N)c2ccncc2)cc1OC	-30.9%
Cc1cccc2c(=O)n(C(=O)c3ccccc3)c(N)nc12	3.8%
Cn1ncc([N+](=O)[O-])c1C(=O)Nc1cc(Cl)ccc1Cl	9.1%
Cc1ccc([C@@H]2C[C@H]3[C@@H](CN2S(=O)(=O)c2ccc(Cl)cc2)C(=O)C[C@@H](c2ccc(C)cc2)N3S(=O)(=O)c2ccc(Cl)cc2)cc1	12.1%
Cc1ccc(/C(O)=C2\C(=O)C(=O)N(C)C2c2ccccc2)cc1 (stereo not given)	5.6%
CCCCN(C(=O)COC(=O)C1(c2ccccc2)CC1)c1c(N)n(CCC)c(=O)[nH]c1=O	7.8%
C[C@H](CO)N1C[C@H](C)[C@@H](CN(C)S(=O)(=O)c2cn(C)cn2)OCc2cn(nn2)CCCC1=O	14.4%
COCCn1c(SCC(=O)Nc2ccc3c(c2)OCCO3)nc2ccccc2c1=O	15.1%
CCCc1nn2c(-c3ccccc3)nnc2o1	-0.6%

Another view of part of the listing above:
Rac1 GTP hydrolysis,compound
9.8%,O=C(NCCS(=O)(=O)N1CCN(c2ccccc2)CC1)c1cc(=O)c2ccccc2o1
8.5%,Cc1cccc(C)c1NC(=O)c1cc(S(=O)(=O)N2CCC3(CC2)OCCO3)ccc1F
14.7%,O=S1(=O)N[C@@H](c2ccccc2)COc2cc(Br)ccc21

New compounds follow
SMILES	Rac1 GTP hydrolysis
COc1ccc(C(CC(=O)c2ccc3c(c2)OCO3)C(=O)O)cc1OC (stereo not given)	13.0%
C[C@@H]1CN([C@H](C)CO)C(=O)c2cc(Br)cnc2O[C@@H]1CN(C)C(=O)Cc1ccccc1	7.2%
CCN(CC)C(=O)C1=C(C)N(Cc2ccc(F)cc2)C(=O)C(CC(=O)NCCCCc2ccccc2)C1 (stereo not given)	15.3%
CC1CN(C(=O)CSc2nc(N)c(NC(=O)c3ccc(C(F)(F)F)cc3)c(=O)[nH]2)CC(C)O1 (stereo not given)	11.0%
COC(=O)N(C)C[C@H]1OCc2cnnn2CCCC(=O)N([C@@H](C)CO)C[C@H]1C	17.3%
C[C@@H]1CNC(=O)c2c(C(=O)N[C@@H](Cc3c[nH]c4ccccc34)C(=O)OC(C)(C)C)ncn21	13.4%
COC(=O)C[C@H]1C[C@@H]2c3cc(NC(=O)Nc4ccccc4)ccc3O[C@@H]2[C@@H](CO)O1	10.7%
COc1cccc(CNC(=O)c2ccc(F)c(S(=O)(=O)N3CCCCC3)c2)c1	5.5%
COc1cc(-c2ccc3cc(OC)c(OC)c(OC)c3c2)cc(OC)c1OC	14.1%
CC1(C)C2CCC(CN=C(N)CSS(=O)(=O)O)C1C2 (stereo not given)	65.3µM*
CN(CC(=O)Nc1ccc(Cl)c(Cl)c1)C(=O)c1ccccc1SCC(=O)N1CCCC1	11.0%
Cc1cc(C2=CC(=O)C[C@H](c3ccc(F)cc3)C2)ccc1F	14.0%
C[C@@H]1CN([C@@H](C)CO)C(=O)CCCn2nncc2CO[C@H]1CN(C)S(=O)(=O)c1ccc(Oc2ccccc2)cc1	-7.5%
COc1ccc(NC(=O)N(C)C[C@H]2OCc3cn(nn3)CCCC(=O)N([C@@H](C)CO)C[C@@H]2C)cc1	17.6%
C[C@@H]1CN([C@H](C)CO)C(=O)CCCn2cc(nn2)CO[C@H]1CN(C)C(=O)C1CC1	12.5%
CCCN1CCN(C(=O)c2ccc(CS(=O)c3ccc(Br)cc3)o2)CC1 (stereo not given)	-24.4%
CC1(C)OC2COC(c3[nH]nc4c(=O)[nH]c(=O)[nH]c34)C2O1 (stereo not given)	6.8%
CC1CCCC(C)N1CCCNC(=O)C1CCCN(S(=O)(=O)N2CCCCC2)C1 (stereo not given)	15.2%
CCCNC(=O)CSc1ccc(S(=O)(=O)N(C)C2CCCCC2)cn1	7.9%
COc1ccc(Cc2noc(=O)[nH]2)cc1	7.1%
COc1ccc2nc(-c3ccccn3)ccc2c1	7.3%
CCCOc1ccc(C(=O)Nc2ccc(N3CCOCC3)cc2N2CCOCC2)cc1OCC	2.3%
COc1cc(NCCCn2cnc3c(OC)ncnc32)cc(OC)c1OC	?
CSc1ncnc2c1ncn2CCCN(C)CCc1ccccn1	14.4%
C[C@@H]1CN([C@@H](C)CO)C(=O)c2c(c3ccccc3n2C)-c2ccccc2CO[C@H]1CN(C)C(=O)[C@H](Cc1ccccc1)N(C)C	8.4%

Next part; it opens with the five that closed the last part.
SMILES	Rac1 GTP hydrolysis
COc1ccc2nc(-c3ccccn3)ccc2c1	7.3%
CCCOc1ccc(C(=O)Nc2ccc(N3CCOCC3)cc2N2CCOCC2)cc1OCC	2.3%
COc1cc(NCCCn2cnc3c(OC)ncnc32)cc(OC)c1OC	?
CSc1ncnc2c1ncn2CCCN(C)CCc1ccccn1	14.4%
C[C@@H]1CN([C@@H](C)CO)C(=O)c2c(c3ccccc3n2C)-c2ccccc2CO[C@H]1CN(C)C(=O)[C@H](Cc1ccccc1)N(C)C	8.4%
Cc1cccc(NC(=O)CSCC(=O)Nc2ccccc2C(=O)N2CCCCC2)c1	13.0%
C[C@H]1Cn2cnc(C(=O)NCC(=O)OC(C)(C)C)c2C(=O)N1	16.9%
O=C(CNC(=O)c1ccc(Br)cc1)OC1CCOC1=O (stereo not given)	24.5%
Cc1nn(CC(C)C)c(Cl)c1C(=O)NCC1CCCO1 (stereo not given)	3.2%
CC1NC(=O)c2cc3ccccc3cc2-n2c1nc1cc(Cl)ccc1c2=O (stereo not given)	9.8%
COc1cccc(/C=C/C(=O)OCC(=O)c2ccc(Br)cc2)c1	4.0%
c1coc(-c2nc(N=C3N=c4ccccc4=N3)[nH]c2-c2ccco2)c1	13.1%
O=C(NCc1nnnn1-c1ccc(Cl)cc1)c1ccc2c(c1)OCO2	4.8%
CC1CN(S(=O)(=O)c2cccc(C(=O)Nc3ccc(N4CCCCC4)cc3)c2)CC(C)O1 (stereo not given)	17.4%

Only part of the results is shown, so the mix of outcomes need not match the whole.
